Bioassay records deposited in PubChem by National Center for Advancing Translational Sciences (NCATS).
PLK1 PBD inh – blocks phosphopeptide binding to human PLK1 polo-box domain. P53350. Plk1 PBD binding of FITC phosphopeptide, fluorescence polarization. Potency, µM, without a hit: max response, negative = inhibition, actives largely listed as inhibitors. 2.8% of 360,000 active. AID 720504; note: potency is the fitted concentration of half-maximal effect; series mostly up to about 57 µM; % is set by controls: 0 for no effect and ±100 for the full control effect; nearly all actives have a fitted effect of over 65% in size
IL-2 act – activates IL-2 in a cell-based reporter assay; 0.065% of 360,000 active; activation, % (series mostly up to about 46 µM); IL-2 activation reporter assay, cell-based qHTS; stimulated with anti-CD3/CD4/CD28 beads; in transgenic mouse T cells; AID 652025; in the data active = activation above about 50%; inconclusive = mostly about 30% to 49%; note: 0% is about no effect
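Readout: EGFP and DsRed signals by fluorescent plate cytometry. Unstimulated transgenic mouse T cells received compound 60 min before antibody-bead stimulation, then incubated 18 h at 37 degrees C.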
FUS suppressor – rescues growth of FUS-expressing yeast; S. cerevisiae FUS-expressing, growth rescue, OD600, 24 h; Potency, µM (highest dose often 76.6 µM), without a hit: at the top dose growth rescue (activation), most hits filed as activators; 0.24% of 390,000 active; AID 1347120;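 note: potency is the fitted concentration of half-maximal effect; plate controls were DMSO vehicle for no effect and reference control for full effect; nearly all actives have a fitted effect of over 55% in size; some results filed as inactive show a strong effect at the top dose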
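Galactose (2%) drives FUS expression in yeast precultured in raffinose; seeding density OD 0.005. Test compounds incubated 24hr at 30C and 99% humidity before absorbance at 600 nm was measured.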
WRN inhibitor – inhibitors of human WRN helicase | Potency, µM (highest dose often 114 µM), for inactives: at the top dose activity change, negative = inhibition, actives largely listed as inhibitors | WRN helicase unwinding, fluorescent forked duplex, kinetic | AID 651768 | 0.46% of 360,000 active; note: potency is the fitted concentration of half-maximal effect; % is set by controls: 0 for no effect and ±100 for the full control effect; nearly all actives have a fitted effect of over 55% in size
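Kinetic red-fluorescence monitoring (525/598 nm) tracks WRN helicase activity after 100 nM fluorophore-quencher forked duplex and 2 mM ATP are added to 20 nM enzyme pretreated 15 min at room temperature with compound.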
EPAC1 antagonist – EPAC1 (human) antagonism; O95398; EPAC1 GEF assay, Rap1b-BODIPY-GDP exchange fluorescence; Potency, µM (highest dose often 115 µM), for inactives: at the highest dose activity change, negative = inhibition, actives largely listed as inhibitors; 0.14% of 360,000 active;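 note: potency is the fitted concentration of half-maximal effect; plate controls were vehicle for no effect and positive control for full effect; nearly all actives have a fitted effect of over 50% in size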
Target sequence (O95398 whole entry, looked up): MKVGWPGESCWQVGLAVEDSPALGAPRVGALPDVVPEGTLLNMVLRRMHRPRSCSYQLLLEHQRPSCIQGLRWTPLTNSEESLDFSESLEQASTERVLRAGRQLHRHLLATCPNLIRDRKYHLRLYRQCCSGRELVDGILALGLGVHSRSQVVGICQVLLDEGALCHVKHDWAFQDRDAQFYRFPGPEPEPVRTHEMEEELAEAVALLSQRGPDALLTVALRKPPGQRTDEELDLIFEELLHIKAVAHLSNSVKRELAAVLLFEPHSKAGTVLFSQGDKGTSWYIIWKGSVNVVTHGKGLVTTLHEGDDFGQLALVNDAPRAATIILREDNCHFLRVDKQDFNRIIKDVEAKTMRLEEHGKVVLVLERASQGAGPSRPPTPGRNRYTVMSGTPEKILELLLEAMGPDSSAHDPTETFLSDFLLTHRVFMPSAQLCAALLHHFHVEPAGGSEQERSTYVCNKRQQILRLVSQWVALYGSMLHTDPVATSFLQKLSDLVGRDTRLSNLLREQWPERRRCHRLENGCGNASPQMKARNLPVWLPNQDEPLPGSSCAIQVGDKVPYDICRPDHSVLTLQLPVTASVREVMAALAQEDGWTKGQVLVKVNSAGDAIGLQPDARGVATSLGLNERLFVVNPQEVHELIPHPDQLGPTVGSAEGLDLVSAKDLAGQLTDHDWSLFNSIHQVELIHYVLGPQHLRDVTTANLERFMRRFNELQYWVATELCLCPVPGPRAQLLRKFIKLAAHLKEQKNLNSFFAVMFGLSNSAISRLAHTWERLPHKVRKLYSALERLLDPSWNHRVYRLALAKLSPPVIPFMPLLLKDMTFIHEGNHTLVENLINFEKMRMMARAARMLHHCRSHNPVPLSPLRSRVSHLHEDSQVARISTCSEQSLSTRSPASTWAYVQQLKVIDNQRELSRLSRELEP
PI5P4Ka inh – PI5P4K alpha (human) kinase inhibition | P48426 | PI5P4Kalpha enzyme, ADP-Glo luminescence, 60 min; stronger effect = lower value | max response, % | 1.2% of 330,000 active; active = max response of -50% or lower; inconclusive = between -30% and -50%; inactive = -30% or higher; note: value at the top dose of about 77 µM; % is set by controls: 0 for no effect and ±100 for the full control effect
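Reactions run in 0.038 M HEPES pH 7.4, 0.28 mM EGTA, 0.1% CHAPS and 5% DMSO, with PI5P4Kalpha, substrate, compound and 5 microM ATP final, one hour at room temperature. Readout is ADP-Glo luminescence.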
Abeta rescue – compounds reversing amyloid beta toxicity in yeast; Potency, µM (doses to about 46.1 µM), without a hit: top-dose growth rescue, usual class: activators; 0.063% of 410,000 active; yeast expressing A-beta42, growth rescue, OD600, 48 h; response scale: 0% DMSO, 100% iron-clioquinol control; note: potency is the fitted concentration of half-maximal effect; nearly all actives have a fitted effect of over 55% in size
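Growth rescue measured by 600 nm absorbance after 48 h yeast culture at 30 C with compound. Values normalized between DMSO and an equimolar ferric chloride plus clioquinol control.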
EPAC1 ag – agonists of human EPAC1; O95398; EPAC1 agonist qHTS, biochemical assay; response scale: 100% = response to 6.5 mM cAMP; Potency, µM (doses to about 154 µM), inactives show at the top dose activation, most hits filed as activators; 0.073% of 360,000 active; AID 720707; note: potency is the fitted concentration of half-maximal effect; nearly all actives have a fitted effect of over 60% in size
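Fluorescent GDP-exchange assay: 100 nM EPAC1 with 250 nM Rap1B preloaded with BODIPY-GDP and 50 uM GDP; compounds tested as concentration series, 5 min at room temperature, then read every 5 min for 30 min (ex 480/em 540 nm); normalized to 6.5 mM cAMP.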
* marks the source's active call; other numbers are inactive results; ? = inconclusive; / = no result given; & = joins results of further samples; [ ] = another dose, or the depositor's remark. Unless noted, calls come from the whole dose curve; as a rule, active = well fitted curve in the direction sought with a large enough effect; inconclusive = small, poorly fitted or top-dose-only effect, or another doubt; inactive = no such curve, though single readings can be large; an effect the other way counts as inactive or inconclusive.

SMILES	PLK1 PBD inh	IL-2 act	FUS suppressor	WRN inhibitor	EPAC1 antagonist	PI5P4Ka inh	Abeta rescue	EPAC1 ag
Clc1ccc(CSc2nnc(/C=C/c3ccccc3)o2)cc1	-4%	-0.7	-6%	-6%	-11%	2	0%	13%
CCOC(=O)CSc1nnc(-c2ccc(NS(=O)(=O)c3ccc(C)cc3)cc2)o1	-1%	0.8	/	1%	-4%	-2	-11%	-21%
CCOC(=O)c1cc(C(C)(C)C)oc1CNC(=O)c1c(C)oc2c1CCCC2	-15%	-2.4	43%	-12%	-20%	0	0%	-6%
CCOC(=O)N1CCN(C(=O)C[C@@H]2C[C@@]3(C(=O)OC)CC(C)(C)CC=C3N(Cc3ccco3)C2=O)CC1	2%	-0.3	23%	8%	13%	-5	-6%	-5%
CCc1cc2c(SCC(=O)N3CC(=O)Nc4ccccc43)ncnc2s1	27µM*	1.1	30%	1%	-1%	-28	-10%	5%
COC(=O)c1cc(C(=O)OCC(=O)N(C)C2CCS(=O)(=O)C2)cc([N+](=O)[O-])c1 (stereo not given)	-5%	2.1	22%	3%	-15%	1	-7%	5%
COC(=O)CC1C(C(=O)OC)ON2OC(C(=O)OC)C(C(=O)OC)C12 (stereo not given)	-24%	-0.2	-44%	3%	2%	2	-41%[inhibitor]	-7%
Cc1ccc(S(=O)(=O)N2C[C@H]3C(=O)C[C@@H](c4ccccc4F)N(S(=O)(=O)c4ccc(C)cc4)[C@H]3C[C@H]2c2ccccc2)cc1	-15%	-0.4	20%	2%	-27%	0	-25%	2%
CCOC(=O)/C=C1\Nc2ccccc2SC1=O	-13%	0.1	20%	0%	0%	12	5%	0%
CCC(=O)OCC(=O)N=c1sccn1Cc1ccc(C)cc1	-14%	-2.6	18%	9%	4%	-8	6%	2%
Cc1ccc(C(=O)Oc2ccccc2N2C(=O)C3CCC(C)CC3C2=O)cc1 (stereo not given)	2%	-1.0	-28%	-4%	8%	0	14%	-4%
CC1=NN(c2ccccc2)C(=O)C1/C=C1/NC(=S)NC1=O (stereo not given)	-15%	1.5	-17%	-2%	-19%	?	-7%	-1%
CCCCn1c(N)c(N(CCOC)C(=O)CN(C)S(=O)(=O)c2ccc(F)cc2)c(=O)[nH]c1=O	-5%	-4.5	12%	9%	2%	5	3%	3%
COc1ccccc1N(CC(=O)NCCSc1ccccc1)S(=O)(=O)c1ccccc1	2%	-2.2	/	-28%	0%	0	7%	14%
Cc1ccc2nc(C(=O)N3CCc4c([nH]c5ccccc45)C3c3ccccn3)cn2c1 (stereo not given)	-3%	1.3	28%	2%	-2%	-2	-9%	7%
Cc1cc2cc(CNC(=O)Nc3ccccc3)ccc2[nH]1	-10%	0.3	33%	-4%	-12%	-3	-4%	-18%
COC(=O)c1cc(NS(=O)(=O)c2ccc(N3CCC(C)CC3)c([N+](=O)[O-])c2)cc(C(=O)OC)c1	-10%	0.4	20%	-3%	-30%	29	-12%	-7%
Cn1c(CCCOc2ccc(Cl)cc2Cl)n[nH]c1=S	-7%	-0.3	14%	-7%	2%	3	?	7%
CCOC(=O)CSc1ncnc2c(C(=O)OCC)c3n(c12)CCC3	4%	-0.4	-9%	1%	7%	2	-11%	-17%
FC(F)C(F)(F)C1=CC(c2cccs2)=NCCN1	?	0.3	-10%	3%	8%	1	11%	-4%
COc1ccc(CC(NC(C)=O)C(=O)N2CCN(C(=O)N(C(C)C)C(C)C)CC2)cc1 (stereo not given)	-1%	-2.0	32%	13%	7%	/	-5%	5%
CC(=O)Nc1cc2c3ccccc3ccc2c2ccccc12	-6%	0.2	/	0%	10%	-2	-8%	1%
O=C(NCCCN1CCOCC1)c1cc(-c2ccco2)nc2ccccc12	?	1.3	42%	50µM*	-25%	?	10%	4%
COc1cc(NC(=O)c2ccc(CNc3c(N4CCCC4)c(=O)c3=O)cc2)cc(OC)c1OC	-5%	-3.2	26%	-8%	-1%	4	-4%	1%
Cc1cc(NCc2ccc3c(c2)OCO3)n2nc(C)nc2n1	-1%	-3.1	-11%	-3%	-10%	-3	-7%	26%

Only EPAC1 ag, PI5P4Ka inh and FUS suppressor (3 entries from above):
molecule,EPAC1 ag,PI5P4Ka inh,FUS suppressor
CC1=NN(c2ccccc2)C(=O)C1/C=C1/NC(=S)NC1=O (stereo not given),-1%,?,-17%
CCOC(=O)CSc1ncnc2c(C(=O)OCC)c3n(c12)CCC3,-17%,2,-9%
O=C(NCCCN1CCOCC1)c1cc(-c2ccco2)nc2ccccc12,4%,?,42%

Following part.
SMILES	PLK1 PBD inh	IL-2 act	FUS suppressor	WRN inhibitor	EPAC1 antagonist	PI5P4Ka inh	Abeta rescue	EPAC1 ag
O=C(Nc1ccccn1)c1ccc(Cl)c([N+](=O)[O-])c1	-3%	0.1	18%	7%	10%	1	-16%	-8%
CCN1C(=O)C(CC(=O)NCCc2ccccc2)N(NC(=O)c2ccc(Br)cc2)C1=S (stereo not given)	2%	-0.8	0%	0%	1%	1	7%	-9%
Cc1ccc(Cl)cc1N1CCN(S(=O)(=O)c2cccc(S(=O)(=O)N3CCCC3)c2)CC1	5%&-5%	-0.5	?	-7%	-17%	-6	1%	13%
C[C@H](CO)N1C[C@H](C)[C@@H](CN(C)C(=O)c2cc(-c3ccccc3)on2)OCc2cn(nn2)CCCC1=O	-28%	-1.4	-2%	3%	8%	-1	4%	2%
COC(=O)c1ccc(NC(=S)NC(=O)c2c(-c3ccccc3)noc2C)cc1	-12%	-1.6	-2%	-10%	-6%	20	0%	12%
Cc1ccc(NC(=O)CCc2nnc3ccc(N4CCC5(CC4)OCCO5)nn23)cc1F	-3%	2.3	8%	-5%	-21%	2	1%	15%
COc1ccc(C(C#N)N2N=C(c3ccccc3)CC2c2ccccc2)cc1OC (stereo not given)	3%	-1.1	/	-10%	-27%	17	-2%	-1%
CCn1ccnc1CN1CCc2c([nH]c3ccccc23)C1C(C)(C)C (stereo not given)	2%	-3.9	-16%	-2%	4%	1	9%	4%
Cc1ccc2[nH]cc(C(=O)CN3CCN(C)CC3)c2c1	-8%	-1.4	22%	-2%	-2%	/	4%	2%
CCOc1ccc(OCCOC(=O)CN2C(=O)NC3(CCCC3)C2=O)cc1	-8%	-0.6	11%	-6%	9%	5	-1%	4%
O=C(NNC1CC(c2ccccc2)=NN1C(=O)c1ccccc1)c1ccccc1 (stereo not given)	0%	0.6	25%	0%	-13%	2	-19%	-3%
S=c1nc[nH]c2c1[nH]c1ccccc12	?	-4.5	/	-22%	12%	-3	-10%	-9%
Cc1cc(C)nc(Nc2ccc(F)cc2)n1	-4%	-0.2	1%	-16%	-2%	-5	18%	4%
COc1ccccc1OCCNC(=O)c1ccc(NC(=O)CC2SC(N3CCCC3)=NC2=O)cc1 (stereo not given)	-8%	0.3	/	5%	2%	-7	-11%	8%
COc1cccc(CNC(=O)[C@@H]2CCCN2C(=O)[C@H]2CCCCN2C(=O)c2cccs2)c1	-7%	3.2	5%	-2%	-8%	0	-3%	-9%
Cc1c(NS(=O)(=O)c2cccc(C(=O)OCC(=O)c3ccc(Cl)cc3)c2)c(=O)n(-c2ccccc2)n1C	-9%	-4.7	/	2%	-1%	-13	-4%	15%
COc1cccc(NC(=O)N(C)C[C@H]2Oc3ncc(Br)cc3C(=O)N([C@H](C)CO)C[C@H]2C)c1	1%	-2.7	22%	4%	5%	-2	-7%	4%
O=C(O)c1ccccc1-c1ccccc1C(=O)NCc1ccccc1Cl	-12%	3.6	-12%	3%	6%	-1	12%	7%
CCOC(=O)c1c(C)[nH]c(C)c1C(=O)CSc1nc2ccccc2c(=O)n1-c1ccc(CC)cc1	-7%	-3.0	-12%	-8%	-24%	1	10%	-11%
COc1ccccc1CNS(=O)(=O)c1ccc(C)cc1	0%	-3.6	-2%	-1%	10%	5	11%	9%
O=[N+]([O-])c1c(NCCCO)cc(N2CCN(Cc3ccc4c(c3)OCO4)CC2)c2nonc12	-3%	0.0	/	-18%	7%	25	18%	9%
CC(C)CNc1oc(-c2ccccc2Cl)nc1C#N	-20%	-2.5	13%	-3%	-24%	8	23%	-3%
CN(Cc1ccc(OC(F)F)cc1)C(=O)c1cccc(S(=O)(=O)N2CCN(c3ccccc3)CC2)c1	1%	2.0	32%	-4%	-12%	1	1%	5%
COc1ccc(CCN2CC(C(=O)NC3CCCCC3)CC2=O)cc1OC (stereo not given)	-8%	-1.4	-16%	7%	1%	1	4%	11%
O=C(c1ccc(NS(=O)(=O)c2ccc(F)cc2)cc1)N1CCCCC1	-16%	-2.1	11%	18%	-6%	-13	-2%	-115%[inhibitor]
SMILES	PLK1 PBD inh	IL-2 act	FUS suppressor	WRN inhibitor	EPAC1 antagonist	PI5P4Ka inh	Abeta rescue	EPAC1 ag
COc1ccccc1-n1nnnc1SCC(=O)NC(=O)Cc1ccccc1	-9%	0.1	-6%	-4%	-23%	-5	-7%	6%
CCc1sc2nc(SCC(=O)Nc3cc(C)on3)n(-c3cccc(OC)c3)c(=O)c2c1C	-21%	-5.2	/	-28%	-10%	6	0%	5%
Cc1ccc(C(=O)COC(=O)CNS(=O)(=O)c2ccc(C)cc2)cc1	-5%	-5.0	/	-28%	1%	-1	-17%	-3%
Cn1cnnc1SCC(=O)Nc1ncc([N+](=O)[O-])s1	?	2.3	-12%	40µM*	-11%	-50*	-3%	-2%
O=C(NCc1cccnc1)c1cc(Sc2ccc(F)cc2F)nc2ccccc12	-8%	-0.2	11%	75%[activator]	-3%	6	-13%	-4%
C/C=C/c1ccc(OCCCCN2CCN(CC)CC2)c(OC)c1	-11%	0.3	?	6%	-2%	-9	-16%	-8%
CN(C(=O)COC(=O)CNC(=O)C12CC3CC(CC(C3)C1)C2)c1ccccc1	4%	-0.5	20%	0%	-5%	-6	3%	-29%
COc1ccc(NS(=O)(=O)c2ccc(Oc3c(C#N)cccc3C#N)cc2)cc1	-1%	-0.7	11%	-6%	-3%	3	2%	3%
Cc1ccc(S(=O)(=O)N2CCC(NC(=O)OC(C)C)CC2)cc1	0%	-0.6	0%	-7%	1%	-3	-9%	3%
Cc1c(C(=O)N2CCN(S(=O)(=O)c3cc(F)ccc3F)CC2)oc2ccccc12	-4%	0.0	38%	-14%	-14%	-1	-9%	11%
O=C(Nc1cccc(Cl)c1)OC1CCCCc2cccnc21 (stereo not given)	-13%	0.9	9%	7%	3%	7	25%	14%
